# APJ antag: blocks the human apelin receptor APJ; CHO-K1 APJ beta-arrestin complementation, luminescence; inhibition, % at 20 µM; actives 0.32% (n = 330,000); AID 2521;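 active means inhibition above about 40% at 20 µM, limit read from the data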;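 further: cells challenged with 10 nM apelin-13 agonist together with compound; plate controls were apelin-13 plus DMSO wells for no effect and DMSO wells lacking apelin-13 for full effect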
# CCR6 antagonist: antagonists of human CCR6 receptor. inhibition, % at 20 µM. P51684. CHO-K1 CCR6 PathHunter beta-arrestin, luminescence, CCL20-stimulated. actives 0.49% (n = 340,000);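 active means compounds whose inhibition of the agonist-driven luminescence signal at 20 µM reaches about 50%, limit read from the data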;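 further: cells stimulated with CCL20 at 14 nM final; plate controls were DMSO with CCL20 for no effect and DMSO without agonist for full effect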
# CHOP UPR activ: apoptotic UPR (CHOP) activation; activation, % at 10 µM; actives 0.34% (n = 330,000); CHO-CHOP luciferase reporter, luminescence; percent of tunicamycin response over DMSO baseline;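 active means at 10 µM dose, activation of 40% or more, normalized to positive control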;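 further: 100% = tunicamycin at 10 µg/mL and 0% = DMSO alone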
#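 Evaluation: % reporter activation, DMSO baseline versus tunicamycin full activation; System: CHO-CHOP luciferase reporter cell line; Input: 500 cells/well; Incubation: 6 h compound treatment, 37 °C; Measured by: Steady-Glo luciferase luminescence; Dosing: one dose, 10 µM in 0.5% DMSO; Buffer or medium: F12 medium, 10% FBS; Benchmarks: positive tunicamycin 10 µg/mL, negative DMSO alone.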
# UPR XBP1 act: activators of adaptive arm of unfolded protein response (XBP1); CHO-XBP1 luciferase reporter, IRE1-XBP1 UPR activation, luminescence; percent of tunicamycin response, DMSO as zero; activation, % at 20 µM; actives 0.33% (n = 330,000); AID 463104;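 active means versus positive control, 20 µM dose yields 30% or more activation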;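 further: 100% = tunicamycin at 10 µg/mL and 0% = DMSO only wells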
#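 Assay system: IRE1-XBP1 luciferase reporter CHO line. Input: 1000 cells/well. Buffer or medium: F12 with 10% serum. Doses: 20 µM, 1% DMSO. Times: overnight seeding at 37 °C, 6 h compound treatment at 37 °C. Technique: Steady-Glo luciferase glow luminescence, 10 min after reagent addition.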
# EBI2 block: EBI2 (human) antagonism | actives 0.81% (n = 360,000) | AID 651636 | inhibition, % at 5 µM | EBI2 beta-arrestin recruitment, luminescence, 7a,25-OHC stimulated; in the data active means inhibition above about 38%;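 further: enzyme fragment complementation signal reports receptor beta-arrestin coupling in cells; 0% = agonist plus DMSO wells and 100% = wells without agonist; some results beyond the cut were filed as inactive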
# tim23-1 inh: growth inhibitors of tim23-1 mutant yeast | actives 1.3% (n = 330,000) | S. cerevisiae tim23-1 growth, BacTiter-Glo luminescence, 24 h | inhibition, % at 20 µM;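 active means growth inhibition of the mutant yeast at or above 50%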;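 further: temperature-sensitive mutant grown at 25 °C; plate controls were DMSO-treated mutant yeast for no effect and medium wells lacking yeast for full effect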
# Mdm2-MdmX inh: disrupts the human Mdm2-MdmX interaction; SaOS-2 split-luciferase Mdm2/MdmX complementation, luminescence; inhibition, % at 8 µM; actives 3% (n = 330,000); AID 485346;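 active means inhibition of at least 50% at 8 µM in the primary screen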
# Target sequence (O15151 whole entry, looked up): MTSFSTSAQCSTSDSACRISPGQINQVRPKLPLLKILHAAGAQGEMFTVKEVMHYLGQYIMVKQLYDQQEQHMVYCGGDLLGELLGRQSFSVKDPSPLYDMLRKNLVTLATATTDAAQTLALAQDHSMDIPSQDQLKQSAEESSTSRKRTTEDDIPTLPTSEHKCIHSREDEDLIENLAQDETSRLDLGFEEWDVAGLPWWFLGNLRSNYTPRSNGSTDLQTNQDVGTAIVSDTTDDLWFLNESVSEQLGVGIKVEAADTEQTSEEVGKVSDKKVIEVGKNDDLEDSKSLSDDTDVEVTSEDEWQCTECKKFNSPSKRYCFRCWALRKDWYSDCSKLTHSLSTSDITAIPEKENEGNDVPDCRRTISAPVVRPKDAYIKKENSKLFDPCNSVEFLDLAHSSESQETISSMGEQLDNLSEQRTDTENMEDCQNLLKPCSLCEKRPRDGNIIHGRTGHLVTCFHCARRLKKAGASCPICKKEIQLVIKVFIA
# Target sequence (Q00987 whole entry, looked up): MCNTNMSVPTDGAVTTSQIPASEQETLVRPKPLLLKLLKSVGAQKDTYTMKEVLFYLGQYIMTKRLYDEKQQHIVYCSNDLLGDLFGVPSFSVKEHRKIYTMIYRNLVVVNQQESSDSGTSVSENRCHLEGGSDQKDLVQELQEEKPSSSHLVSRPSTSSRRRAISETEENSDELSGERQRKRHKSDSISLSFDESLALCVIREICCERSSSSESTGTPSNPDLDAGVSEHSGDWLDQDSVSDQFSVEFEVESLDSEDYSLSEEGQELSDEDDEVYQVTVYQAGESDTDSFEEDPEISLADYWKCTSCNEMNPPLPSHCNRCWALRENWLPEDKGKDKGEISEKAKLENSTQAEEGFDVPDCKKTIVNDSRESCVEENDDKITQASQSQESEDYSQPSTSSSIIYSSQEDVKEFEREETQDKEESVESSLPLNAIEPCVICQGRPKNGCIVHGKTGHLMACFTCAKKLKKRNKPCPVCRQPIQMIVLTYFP
# APJ ag: agonists of human APJ apelin receptor; P35414; CHO-K1 APJ PathHunter beta-arrestin, luminescence; 0% DMSO wells, 100% apelin; activation, % at 20 µM; actives 0.11% (n = 330,000); AID 2520;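 active means activation more than six SD over the plate average, tested at 20 µM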;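 further: 0% = DMSO alone and 100% = apelin-13 at 10 nM; some results filed as inactive read as strong as hits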
#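 Test system – PathHunter CHO-K1 APJ (AGTRL-1) beta-arrestin reporter cells · Input – 1000 cells/well · Compound – single test compound dose, 20 µM final, 1% DMSO · Times – compound stimulation 90 min at 25 °C, detection 60 min · Technique – beta-gal luminescence · Read-out basis – APJ–arrestin association signal · Control set – negative DMSO alone, positive Apelin-13 at 10 nM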
# CXCR6 block: blocks human CXCR6 beta-arrestin recruitment. O00574. CHO-K1 PathHunter CXCR6 beta-arrestin, luminescence. inhibition, % at 20 µM. actives 0.36% (n = 360,000). AID 602244; in the data active means inhibition above about 34%, passing the limit was not always enough;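 further: antagonist mode with CXCL16 agonist at 10 nM final; 0% = 10 nM CXCL16 with DMSO and 100% = unstimulated wells without agonist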
# * marks the source's active call; other numbers are inactive results; nt = no result given.
SMILES,APJ antag,CCR6 antagonist,CHOP UPR activ,UPR XBP1 act,EBI2 block,tim23-1 inh,Mdm2-MdmX inh,APJ ag,CXCR6 block
COc1ccc(Cc2nnc(SCC(=O)N3CCN(c4ccccc4)CC3)o2)cc1,9,-2,0.7,0,10,4,-5,-6,4
Cc1ccc(N2C(=O)c3cccc4c(N5CCN(C)CC5)ccc(c34)C2=O)c2cccnc12,5,6,-0.1,3,nt,35,66*,-3,nt
Cc1ccc(N(CC(=O)O)S(C)(=O)=O)cc1,14,1,-1.0,-3,1,2,5,-3,-6
N=c1ccn(Cc2ccc(F)cc2)cc1,-16,7,-1.0,-1,1,20,11,2,-1
CCOC(=O)c1ccc2[nH]c(C)cc(=O)c2c1,-5,-3,-1.3,4,-1,12,-10,0,4
NCCCC[C@H](NC(=O)C1CCNCC1)c1nnc([C@@H](N)CO)o1,17,-3,-0.9,-2,-9,7,14,-3,-12
CC(=O)c1ccc(OCCCC(=O)n2nnc3ccccc32)cc1,-4,12,-0.3,-3,4,30,-5,-4,7
CCOC(=O)CC(NC(=O)c1ccccc1)c1ccc(OC)cc1 (stereo unspecified),3,1,-1.8,-2,-8,17,-1,-2,3
CC1CCCC(NC(=O)COc2ncnc3ccccc23)C1C (stereo unspecified),13,5,-1.4,-3,2,-2,12,-3,-7
NC(=O)CSCc1nc2ccccc2s1,6,6,5.3,-2,12,19,13,-2,-4
CCOc1ccc(-n2c(SCc3cc(=O)oc4cc(C)c(C(C)C)cc34)nnc2-c2cccnc2)cc1,-10,-3,3.0,2,-2,29,12,1,-3
CCCCc1ccc(NC(=O)CSc2nc(=O)n(CCCN3CCOCC3)c3c2CCC3)cc1,1,8,0.6,3,7,5,34,-3,-6
C=CCn1c(N)nc2ccccc21,1,-7,1.0,-1,11,8,-14,-1,5
COc1cccc(NC(=O)CSCc2n[nH]c(=O)[nH]2)c1,-2,-4,-0.5,0,-12,-1,4,-1,-6
COc1ccc(OC)c(S(=O)(=O)Nc2ccc3c(c2)N(C(C)=O)CCC3)c1,-56,4,-2.1,-2,-3,2,-5,-1,1
C/C(=N\NC(=S)Nc1ccccc1C)c1ccc(O)cc1,-24,2,4.3,-1,7,29,-10,-2,-4
O=C(NC(=S)NNC(=O)c1ccccc1O)c1ccc(F)cc1,13,22,2.1,-2,5,42,18,-4,8
C=CCn1c(C)nnc1SCC(=O)c1[nH]c(C)c(C(C)=O)c1C,8,15,0.7,-4,-7,2,4,-5,-8
COc1ccc(/C=N\Nc2ccccn2)c(OC)c1,-1,25,5.6,-6,10,-6,-1,2,11
O=C(NCCC1=CCCCC1)C1CCN(S(=O)(=O)c2ccc(Br)s2)CC1,-16,20,2.4,-1,10,26,-10,1,-2
Cc1cc(C(=O)COC(=O)C2=NNC(=O)CC2)c(C)n1-c1ccc(OC(F)F)cc1,4,18,-3.1,3,-3,14,20,-3,-9
Cc1ccc(C(C(=O)NC(C)(C)C)N(C(=O)c2csnn2)c2ccccc2F)o1 (stereo unspecified),-19,14,-1.8,-2,-14,0,4,0,10
CCCN1CCN(C(=O)c2cccc3c2C(=O)N(CCOC)C3)CC1,14,0,-1.9,1,-6,96*,7,-2,-6
NC(=O)CSc1nnc(-c2ccc(S(=O)(=O)N3CCOCC3)cc2)n1Cc1ccccc1,13,7,-2.1,-1,-1,14,4,1,-5
O=C(CN(C(=O)c1csnn1)c1cccc2c1CCCC2)NCc1ccccc1,20,8,1.4,-5,-2,28,15,-2,6
CCN(CC)S(=O)(=O)c1ccc2nc(CSc3nnnn3-c3ccc(O)cc3)[nH]c2c1,-22,0,3.5,5,-5,10,11,9,4
CCCC(O)(CCC)C(=O)NNc1ccccc1,27,-1,0.2,-4,-15,1,-11,-3,12
C/C(=N\NC(=O)c1cc(Br)ccc1O)c1cccc(NC(=O)c2ccccc2F)c1,8,11,0.7,-1,6,18,19,-8,8
CS(=O)(=O)N1CCc2cc(-c3csc(NC(=O)Cc4cccs4)n3)ccc21,-37,-15,1.9,7,3,10,-1,9,-2
COc1ccc(C2C(C(N)=O)=C(C)Nc3nc(-c4ccccc4Cl)nn32)c(OC)c1 (stereo unspecified),3,3,0.8,1,5,17,-6,1,-1
CC(=O)NC1C(=O)SC1(C)C (stereo unspecified),-11,nt,0.4,2,nt,22,5,-3,nt
C[C@H](CO)N1C[C@H](C)[C@@H](CN(C)C(=O)NC2CCCCC2)Oc2c(NC(=O)Cc3ccccc3)cccc2C1=O,3,2,-0.6,-2,-4,-8,13,0,3
CCc1ccc(NC(=O)c2ccc(NC(=O)C3CCCO3)cc2)cc1 (stereo unspecified),11,0,1.4,-1,7,18,9,-1,0
COC(=O)[C@@]1(Cc2ccc(F)cc2)[C@H]2c3cc(C(=O)N4CCCC4)n(CCc4ccc(O)c(O)c4)c3C[C@H]2CN1C(=O)c1ccccc1,-42,nt,1.7,-1,nt,17,33,3,nt
COc1cc(/C=C/C(=O)OCC(=O)NCCN2C(=O)CSC2=O)ccc1OC(F)F,-18,-3,-0.1,0,10,23,25,0,-3
COc1cc(C(=S)N2CCN(c3ccccc3Cl)CC2)cc(O)c1O,-22,-7,-1.2,7,-3,24,32,0,2
CC(C)N(C(=O)CSc1nnc(Cn2nnc3ccccc32)n1C)C(C)C,7,-14,0.7,5,-10,4,-19,-2,-6
O=C(NCCN1CCC(Cc2ccccc2)CC1)C1CCN(S(=O)(=O)N2CCC3(CC2)OCCO3)CC1,8,8,0.5,-3,-1,14,-17,-1,1
Cc1ccc2c(c1)N(C(=O)CCC(=O)NCCCN1CCN(C)CC1)CCO2,0,16,-0.6,-2,-8,-15,13,-1,-6
O=C(c1ccc(Cl)cc1)c1cn[nH]c1-c1ccccc1O,-9,-2,-2.6,0,11,15,30,-3,-1
O=C(N/C=N/OCc1ccc(Cl)cc1Cl)NOCc1c(Cl)cccc1Cl,-13,9,-0.8,-4,13,-36,23,-4,-8
COc1ccc(-c2cc(-c3nnc(COC(=O)C4CC4C)o3)c3ccccc3n2)cc1OC (stereo unspecified),4,7,1.0,-2,-12,16,30,-3,7
COc1ccc(C(=O)NCc2ccc(S(N)(=O)=O)cc2)cc1[N+](=O)[O-],5,13,4.2,0,-7,-5,-3,-3,0
COc1ccc(S(=O)(=O)Nc2ccc(S(=O)(=O)Nc3ccc(F)cc3)cc2)cc1C,14,7,-0.4,1,-4,-15,2,-1,-12
COC(=O)c1cc(Br)cn1S(=O)(=O)c1ccccc1,24,9,3.9,-4,1,5,12,-3,2
CCOC(=O)CNC(=O)N1CCCC(C(=O)c2ccccc2SC)C1 (stereo unspecified),-6,5,0.6,4,-6,13,-26,0,-3
O=C(C1=C[C@@H](c2coc3ccccc3c2=O)C[C@@H](OCc2ccc(CO)cc2)O1)N1CCCCCCC1,19,-6,0.6,-4,-3,29,2,-2,9
Cc1sc2ncn(CC(=O)NCc3ccccc3)c(=O)c2c1C,11,-10,-0.2,0,4,-8,9,0,-15
COc1ccc(-c2cc(C(F)(F)F)nc(N3CCN(Cc4ccccc4)CC3)n2)cc1OC,4,19,-1.8,3,23,23,6,-8,-1
COc1cccc(NC(=O)COC(=O)c2cccnc2)c1,-2,-4,0.1,-1,-7,-7,25,1,-7
NC(=O)NC(c1ccccc1)c1ccccc1,-11,4,-1.3,-3,-1,-3,4,0,-6
Cc1cccc(-[n+]2c(C)cc(C)c3c(=O)[nH]c(=O)[nH]c32)c1,8,-9,-0.3,-3,9,7,-16,-1,4
COc1ccc(-n2cc(C(=O)O)c(=O)cc2C)cc1,7,-2,0.5,2,-12,10,-11,3,6
COc1cc(OC)cc(C(=O)NCC(=O)N2CCC(C)CC2)c1,-24,-6,1.0,-1,5,14,-14,20,1
CCN1C(=O)[C@@H]2[C@@H](c3ccc(-c4ccc(C(C)=O)cc4)cc3)N3CCCC[C@@]3(C(=O)OC)[C@@H]2C1=O,-4,0,-1.9,-3,10,19,12,4,-13
CC(=O)Nc1ccccc1C(=O)N1CCN(c2cccc(C)c2C)CC1,-14,4,0.2,-1,-7,22,14,-1,4
Cc1cc(N2CCOCC2)nc(SCC(=O)c2ccccc2)n1,3,12,2.2,-1,3,9,0,-3,3
COc1ccc(S(=O)(=O)N2CCCCC2C(=O)O)cc1 (stereo unspecified),-13,5,-0.3,-2,-2,20,10,-1,-6
CCC1Oc2ccc(C)cc2N(CC(=O)NCc2ccco2)C1=O (stereo unspecified),-10,10,-0.6,-2,11,-1,2,-3,3
CCOP(=O)(OCC)C(Nc1ccccn1)c1ccc(F)cc1 (stereo unspecified),-2,-13,-0.4,-4,-3,19,20,-1,-2

# Retrieved by compound from the entries so far:
SMILES,APJ antag,CCR6 antagonist,CHOP UPR activ,UPR XBP1 act,EBI2 block,tim23-1 inh,Mdm2-MdmX inh,APJ ag,CXCR6 block
CCOC(=O)CNC(=O)N1CCCC(C(=O)c2ccccc2SC)C1 (stereo unspecified),-6,5,0.6,4,-6,13,-26,0,-3
NC(=O)NC(c1ccccc1)c1ccccc1,-11,4,-1.3,-3,-1,-3,4,0,-6

# Next section.
SMILES,APJ antag,CCR6 antagonist,CHOP UPR activ,UPR XBP1 act,EBI2 block,tim23-1 inh,Mdm2-MdmX inh,APJ ag,CXCR6 block
O=C(c1ccc(OC2CCN(C/C=C/c3ccccc3)CC2)cc1)N1CCCC1,-2,2,2.6,-10,8,16,26,1,5
COc1ccccc1-c1cn(S(=O)(=O)c2ccc(F)cc2)nc1N,1,1,-0.2,-4,-3,3,13,0,6
C=CCN1C(=O)c2ccc(C(=O)N3CCC(C(=O)OCC)CC3)cc2C1=O,-15,5,0.9,-1,1,-4,-11,16,3
O=C(CSc1nnnn1-c1ccccc1)N1CCc2ccccc2C1,17,13,-0.1,4,-3,32,-14,0,-7
O=c1oc2cc(O)ccc2cc1-c1ccc(F)cc1,-40,-29,8.2,7,-14,29,-37,3,-32
Cc1noc(C)c1COC(=O)c1ccc(-c2nc3ccccc3s2)s1,-18,-4,2.3,1,14,5,-93,0,1
COc1ccc(C(C(=O)NC2CCCCC2)N(C(=O)Cc2c[nH]c3ccccc23)c2ccccc2C)cc1OC (stereo unspecified),0,-2,1.5,-4,16,8,-4,-3,3
O=C(/C=C/c1ccc(Cl)cc1Cl)NC(=S)Nc1ccccn1,18,17,5.8,1,8,35,-69,0,7
O=C1CCC(=O)N1c1ccc(NCCc2ccccc2F)c([N+](=O)[O-])c1,15,19,3.0,-1,7,-11,1,-4,6
COc1cc2c(C(=O)NCCCN3CC(C)CC(C)C3)cn(CC(C)C)c(=O)c2cc1OC (stereo unspecified),3,7,-0.4,-2,1,7,13,-4,7
CCC1ON(C(C)C)C2c3nc4ccccc4n3CC12 (stereo unspecified),-12,15,-2.8,1,-3,5,-20,-2,-6
CC(C)N(C(=O)Nc1ccc2nsnc2c1)C(C)C,-67,-5,-0.4,-2,nt,26,3,5,nt

# The list is partial (hit frequency here may not be typical).
